SUMO Mot1 rescue: SUMOylation pathway inhibition by Mot1-301 growth rescue | 1% of 320,000 active | growth rescue, % at 18.8 µM | S. cerevisiae Mot1-301 growth rescue, ATP luminescence, 38.5C; percent above DMSO median, 100 means doubled | AID 2716;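 active = every valid replicate shows activation above 250% relative to neutral control wells; inactive = the rest, any valid replicate at or below 250%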;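 also: OY570 slx delta 5 strain wells were the positive control but not used for scaling; some compounds called inactive have numbers as strong as hits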
E coli growth: counter-screen for AddAB inhibitors: E. coli growth inhibition; E. coli V3065 growth, OD600 absorbance, 18 h; inhibition, % at 11.9 µM; 0.27% of 330,000 active;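 active = inhibition above the campaign's mean inhibition across all tested compounds plus 3 SD, cut at about 9.9% in these data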;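 also: uninfected addAB+ strain grown without phage in ampicillin broth; 0% = DMSO wells and 100% = ciprofloxacin 0.95 µg/ml wells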
AddAB inh: less growth of phage-infected E. coli with AddAB; inhibition, % at 11.9 µM; 0.29% of 330,000 active; E. coli expressing H. pylori AddAB, absorbance growth; in the data active = inhibition above about 12%;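 also: 0% = vehicle wells of infected cells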
* = called active by the depositor.

SMILES	SUMO Mot1 rescue	E coli growth	AddAB inh
Cc1cc(NC(=O)CSc2nc(C3CC3)nc3sc4c(c23)CCC(C)C4)no1 (stereo not drawn)	20.5	1.2	2.5
CCOC(=O)C1(CCCCCCOc2ccc(Cl)cc2)CO1 (stereo not drawn)	25.4	0.6	-0.8
COc1ccc(-c2nn(CC(=O)N3CCCCC3)c(=O)c3ccccc23)cc1	-5.9	0.3	3.2
COc1ccc(CN(C)C(C)C(=O)Nc2ccc(S(=O)(=O)N3CCCC3)cc2)c(OC)c1OC (stereo not drawn)	-12.3	0.3	-2.6
CCCNC(=O)OC[C@H]1O[C@H](CCO/N=C/c2ccc(C(=O)N3[C@H](c4ccc(C)cc4)[C@@H](C)CC[C@H]3C(=O)OC)cc2)C=C[C@@H]1Oc1ccc(OC)cc1	-2.2	-0.7	1.7
CC(C)(C)OC(=O)N[C@@H](Cc1ccccc1)c1nnc(S(=O)(=O)Cc2cccc(F)c2)o1	274.6*	-3.0	1.5
Cn1c(=O)n(C)c2cc(/C=N/NC(=O)c3ccncc3)ccc21	-9.0	3.1	3.5
CCc1ccc(C(=O)CSC2=C(C#N)C(c3ccco3)C(C(C)=O)=C(C)N2)cc1 (stereo not drawn)	-0.9	0.6	-0.3
CC1(C)O[C@@H]2[C@@H](CO[C@@]3(COS(N)(=O)=O)OC(C)(C)O[C@@H]23)O1	-7.4	0.6	2.2
CCOc1ccccc1C(=O)Nc1cc(C(=O)NCC(C)C)ccc1Cl	-1.1	0.4	-0.2
Cc1nn(-c2ccccc2)c(Cl)c1C(=O)N(C)c1nc(-c2ccc(F)cc2)cs1	194.0	-1.8	0.8
CCC(C)C(=O)Nc1cccc(SC)c1 (stereo not drawn)	525.9	0.2	0.1
COCCNC(=O)Cn1c(=O)n(CCCCCC(=O)NCc2ccc3c(c2)OCO3)c(=O)c2sccc21	16.2	1.9	0.9
CO/N=C(/C(=O)N[C@@H]1C(=O)N2C(C(=O)O)=CCS[C@H]12)c1cnc(N)s1	0.7	100.3*	100.0*
O=[N+]([O-])/C(C(Cl)=C(Cl)Cl)=C(\Nc1ccc(F)cc1)n1cncn1	35.4	-1.9	-0.2
Cc1ccc2c(-c3csc(N)n3)c[nH]c2c1	-3.1	-0.9	-1.2
Cn1cc(C(=O)N/N=C/c2cc(Br)cs2)c2ccccc21	93.8	0.5	6.8
CC(=O)c1cc2c(cc1NC(=O)c1ccccc1C)OCO2	-2.2	0.7	2.8
OC1CNCc2cc3c(cc21)OCCO3 (stereo not drawn)	41.3	-0.7	1.9
CC(C)CCNC(=O)c1ccc(Cl)c(N)c1	-8.4	0.2	2.8
CC(C)(C#N)c1cc(Cn2cncn2)cc(C(C)(C)C#N)c1	5.9	-1.3	-1.6
Cc1c(-c2ccc(O)cc2)nc2nc(-c3ccccc3)c(-c3ccccc3)nn12	-7.5	-0.1	1.0
COc1ccc(Cn2c(S(=O)(=O)CC(N)=O)nc3ccccc32)cc1[N+](=O)[O-]	10.3	-1.0	1.7
COC(=O)[C@@H](NC(=O)O[C@@H]1C(=O)c2cc(Br)ccc2O[C@H]1c1cccc(OC)c1)C(C)C	-16.3	2.3	2.7
O=C(Nc1ccccc1Cl)Oc1ccc2ccccc2c1	-7.3	-1.2	1.1

As a working copy, 5 of the compounds above:
SMILES	SUMO Mot1 rescue	E coli growth	AddAB inh
CC(C)(C#N)c1cc(Cn2cncn2)cc(C(C)(C)C#N)c1	5.9	-1.3	-1.6
Cc1c(-c2ccc(O)cc2)nc2nc(-c3ccccc3)c(-c3ccccc3)nn12	-7.5	-0.1	1.0
COc1ccc(Cn2c(S(=O)(=O)CC(N)=O)nc3ccccc32)cc1[N+](=O)[O-]	10.3	-1.0	1.7
COC(=O)[C@@H](NC(=O)O[C@@H]1C(=O)c2cc(Br)ccc2O[C@H]1c1cccc(OC)c1)C(C)C	-16.3	2.3	2.7
O=C(Nc1ccccc1Cl)Oc1ccc2ccccc2c1	-7.3	-1.2	1.1

Following part.
SMILES	SUMO Mot1 rescue	E coli growth	AddAB inh
C/C(CCN1CCc2nc(-c3ccccc3)c(-c3ccccc3)cc2C1)=N\O[C@H](C)c1cn([C@H](CO)Cc2ccccc2)nn1	7.3	0.3	1.3
COc1cccc(C2C3=C(Nc4[nH]n(-c5ccccc5)c(=O)c42)c2ccccc2C3=O)c1 (stereo not drawn)	-16.7	-0.5	-0.8
O=C(Cc1cn2ccsc2n1)OCc1nc2ccccc2s1	6.7	-2.2	5.4
Cc1ccc2cc(CN(Cc3cccs3)C(=O)c3ccco3)c3nnnn3c2c1C	-4.1	1.6	2.0
CC(C)CC(=O)O/N=C1\C(=O)N(Cc2ccc(Cl)cc2)c2ccc([N+](=O)[O-])cc21	9.0	0.1	0.6
CCOC(=O)c1cnc2c(C)c(Cl)ccc2c1Nc1ccc(S(=O)(=O)Nc2ncccn2)cc1	19.3	0.0	5.0
CCOC(=O)c1cc2c(=O)n3ccccc3nc2n(CCCOC)c1=NC(=O)c1cccnc1	5.2	-1.0	2.0
COc1ccc(OC)c(Nc2nc(-c3sc(NC(=O)c4ccccc4)nc3C)cs2)c1	-24.9	-0.7	1.1
Cc1ccc(CN2CCc3c(OCC(=O)Nc4cc(C)ccc4C)cccc3C2=O)cc1	18.7	-0.4	1.1
Cc1ccc(SC[C@H](Cc2ccccc2)N2CC[C@@H](NC(=O)OCc3ccccc3)CCC2=O)cc1	306.1	-2.1	1.3
CCN1/C(=C/C=C/C=C/c2sc3ccccc3[n+]2CC)Sc2ccccc21	-24.8	19.6*	23.5*
CCOC(=O)c1c(NC(=S)Nc2cc([N+](=O)[O-])ccc2OC)sc2c1CCCCC2	-13.6	-0.8	0.2
CCCCCCCCCC(=O)Nc1cccnc1	34.4	1.3	3.6
COc1ccc(NS(=O)(=O)c2ccc(N3CCCC3)c(NC(=S)Nc3cccc(S(=O)(=O)N(C)C)c3)c2)cc1	5.6	-2.2	-0.9
CCOc1ccc(/C=C2\SC(=O)N(c3ccc(O)cc3)C2=O)cc1OC	-0.2	-0.4	-2.1
O=C(O)CS/C(=C\c1ccc(F)cc1)c1nc2ccccc2s1	5.3	2.1	1.2
N=C(N)N1CCc2ccccc2C1	6.4	0.3	-4.3
CC1(OC(=O)CCc2ccccc2)C(=O)C=C2C=C(c3ccsc3)OC=C2C1=O (stereo not drawn)	16.5	-1.2	0.8
C/C(=N\O)c1ccc(Cl)c(Cl)c1	33.7	0.8	-1.2
CCN=C1S/C(=C\c2ccc(OC)c(OCC)c2)C(=O)N1CC	-17.0	3.6	2.4
Cc1ccc(Nc2nc(-c3sc(NC(=O)c4ccc([N+](=O)[O-])cc4)nc3C)cs2)cc1	1.9	0.5	3.4
O=C(CN1C(=O)NC(c2ccccc2)(c2ccccc2)C1=O)c1c[nH]c2ccccc12	-11.2	0.2	-1.2
Cc1ccc(C(=O)NCCc2ccccn2)cc1S(=O)(=O)N1CCOCC1	261.9	-1.8	-2.1
O=C(O)c1cc(N/N=C/c2cccs2)ccc1Cl	76.3	0.3	3.2
Cc1cc(C)n2nc(SCc3cc(=O)oc4cc(O)ccc34)nc2n1	18.3	-0.9	1.9
(list continues)
SMILES	SUMO Mot1 rescue	E coli growth	AddAB inh
CC(Oc1ccc(Br)cc1)C(=O)Nn1c(=S)[nH]c2ncccc2c1=O (stereo not drawn)	33.4	2.2	2.2
S=c1[nH]nc(-c2cccc(Cl)c2)n1/N=C/c1ccco1	-5.9	-2.0	0.3
NC(C(=O)O)C(c1ccccc1)C(F)F (stereo not drawn)	-1.1	0.4	0.0
C[C@@H]1C=CC(=O)O[C@@H]1c1ccc(C(F)(F)F)cc1	2.4	-0.7	1.3
c1ccc(-n2cccc2CNC2CCCCC2)cc1	5.6	-2.2	1.4
CC(C)n1cnc2c(NCc3ccccc3)cc(N[C@@H](CO)Cc3ccccc3)cc21	-11.6	-3.0	-1.1
COc1cccc(-c2ccc(SCC(=O)N3CCc4ccccc43)nn2)c1	-15.0	-0.3	-3.1
CCOC(=O)N1CCc2c(sc(NC(=O)c3ccc(Cl)s3)c2C(N)=O)C1	-6.4	-1.1	0.3
COc1ccc(-n2c(=S)[nH]c3sc4c(c3c2=O)CCN(C)C4)cc1	2.9	-2.8	-4.0
N#CC1=C(N)SC(N)=C(C#N)C1c1ccoc1	12.9	-2.0	-1.9
COCCCNC(=O)c1cc2c(=O)n3cc(C)ccc3nc2nc1NCC1CCCO1 (stereo not drawn)	128.7	-0.1	2.1
COc1cc(NC(=O)CSCC(=O)Nc2cc(OC)cc(OC)c2)cc(OC)c1	-1.6	2.1	1.8
COCCOC(=O)C1=C(C)NC(=O)NC1c1c(Cl)nc2c(C)cccn2c1=O (stereo not drawn)	0.4	2.3	1.7
COc1cc(NC(=O)Cn2cnc3sc(C)c(S(=O)(=O)N4CCN(C)CC4)c3c2=O)cc(OC)c1OC	-10.5	-1.6	1.0
CC(C)COc1ncnc2c1sc1nc3c(cc12)COC(C)(C)C3	12.7	1.2	3.1
Cc1ccc(C(=O)C2=C(O)C(=O)N(c3ncccn3)C2c2ccc(Br)cc2)o1 (stereo not drawn)	-16.8	-0.2	-1.7
CCOc1ccc(/C=C2/Sc3ccc(C(=O)N4CCN(C(=O)c5ccco5)CC4)cc3N(C)C2=O)cc1OC	-1.3	-0.4	-1.3
CCOC(=O)c1c(NC(=O)COc2cccc3c2CCN(Cc2ccc(F)cc2)C3=O)sc2c1CCC2	-6.7	2.8	-0.2
O=C(CN(c1ccccc1)S(=O)(=O)c1ccccc1)N/N=C/c1ccc(OC2CSC2)cc1	-8.9	-0.1	2.6
COc1ccc(C2=NN(c3ccc(C=O)cc3)C(c3ccccc3)C2)cc1 (stereo not drawn)	-8.4	-0.1	5.2
CCc1cc2c(nc1CC)CCN(CC/C(C)=N/O[C@@H](C)c1cc(-c3c(C)cc(C)cc3C)no1)C2	-0.9	0.0	-0.1
O=c1nc(/C=C/c2ccc(-c3ccc(F)cc3)o2)cc(C(F)(F)F)[nH]1	-11.5	-0.2	0.6
CCCn1c(=N)c(C#N)cc2c(=O)n3cccc(C)c3nc21	1.7	-1.4	-1.4
Cc1cc(/C=N/Nc2nc(N)ncc2[N+](=O)[O-])c(C)n1-c1ccccc1F	11.3	0.1	-1.4
C[C@H]1[C@H](C)CC[C@]2(C)CC[C@]3(C)C(=CC[C@@H]4[C@@]5(C)CC[C@@H](O)[C@](C)(C(=O)O)[C@@H]5CC[C@]43C)[C@H]12	43.2	-1.3	-1.3

Reformatted: entries from further up.
> CCOC(=O)c1c(NC(=O)COc2cccc3c2CCN(Cc2ccc(F)cc2)C3=O)sc2c1CCC2
  SUMO Mot1 rescue: -6.7	E coli growth: 2.8	AddAB inh: -0.2

> O=C(CN(c1ccccc1)S(=O)(=O)c1ccccc1)N/N=C/c1ccc(OC2CSC2)cc1
  SUMO Mot1 rescue: -8.9	E coli growth: -0.1	AddAB inh: 2.6

> COc1ccc(C2=NN(c3ccc(C=O)cc3)C(c3ccccc3)C2)cc1 (stereo not drawn)
  SUMO Mot1 rescue: -8.4	E coli growth: -0.1	AddAB inh: 5.2

(cont.)
SMILES	SUMO Mot1 rescue	E coli growth	AddAB inh
CCc1ccc(CNC(=O)Cn2nc(-c3ccc(C)cc3)ccc2=O)cc1	12.9	-2.0	0.6
CCOC(=O)c1cc(NC(=O)COC)ccc1O	-3.3	2.5	3.4
CCOc1cc(/C=C2\C(=O)N(c3cccc(C(=O)O)c3)N=C2C(F)(F)F)ccc1OCC(=O)Nc1ccccc1OC	-11.7	-0.4	-0.4
CCn1c(=S)[nH]c2cc(C(=O)O)ccc21	5.7	-1.4	-1.4
Cn1c(=O)c2c(SCC(=O)NCCc3ccccc3)nc(C3CC3)nc2n(C)c1=O	-11.9	-1.6	0.5
CCOC(=O)CC1C(=O)NCCN1c1nc2ccc(C)cn2c(=O)c1/C=C1\SC(=S)N(C(C)CC)C1=O (stereo not drawn)	4.8	-1.8	0.5
COc1cc(S(=O)(=O)Nc2cccc(C)c2)ccc1N=Cc1c(C)[nH]n(-c2ccccc2)c1=O	-10.1	1.0	0.1
C#CCOCCOCCOCCNc1nc(N2CCN(C(=O)[C@H](CCCCN)n3cc([C@@H](N)CO)nn3)CC2)nc(N2CCN(C(=O)[C@H](Cc3cc4ccccc4[nH]3)n3cc([C@@H](N)Cc4ccc(O)cc4)nn3)CC2)n1	6.4	-3.5	0.1
Cc1cc(=O)c2cc3nc(-c4cccnc4)oc3c(Br)c2o1	-13.2	2.6	1.4
Cc1cc(C)n2nc(CCCCc3nc4nc(C)cc(C)n4n3)nc2n1	8.5	1.6	-1.9
COC(=O)c1cc(NC(=O)c2cccc(Cl)c2)c(=O)oc1/C=C/Nc1cc(C)cc(C)c1	-6.7	0.6	0.7
CS(=O)(=O)C1=NSC2=NC(=O)/C(=C\c3ccc(-c4ccccc4)o3)C(=N)N21	37.7	1.8	7.3
COc1ccc(-c2nn(C)c(=O)c3ccccc23)cc1CNC(=O)NC1CCCCC1	4.4	-0.3	2.5

Full records, quoted from the list. Values in the order: SUMO Mot1 rescue	E coli growth	AddAB inh
C#CCOCCOCCOCCNc1nc(N2CCN(C(=O)[C@H](CCCCN)n3cc([C@@H](N)CO)nn3)CC2)nc(N2CCN(C(=O)[C@H](Cc3cc4ccccc4[nH]3)n3cc([C@@H](N)Cc4ccc(O)cc4)nn3)CC2)n1 in the list: 6.4	-3.5	0.1
CS(=O)(=O)C1=NSC2=NC(=O)/C(=C\c3ccc(-c4ccccc4)o3)C(=N)N21 in the list: 37.7	1.8	7.3
COc1ccc(-c2nn(C)c(=O)c3ccccc23)cc1CNC(=O)NC1CCCCC1 in the list: 4.4	-0.3	2.5
CCn1c(=S)[nH]c2cc(C(=O)O)ccc21 in the list: 5.7	-1.4	-1.4
CCc1ccc(CNC(=O)Cn2nc(-c3ccc(C)cc3)ccc2=O)cc1 in the list: 12.9	-2.0	0.6

These rows are one share of the data (hit frequency here may not be typical).
